5HT1a antag: human 5-HT1a receptor antagonists, primary screen, cell-based, CHO, Ga15 NFAT-bla reporter. CHO 5-HT1a Ga15 NFAT-bla reporter, antagonist mode. inhibition, % at 10 µM. 0.68% of 62,000 active;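 active = inhibition above the mean of all tested compounds plus 3 SD, cut at about 43% in these data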;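 also: receptor stimulated by 5-CT agonist at 100 nM near EC80; beta-lactamase reporter measured by ratiometric fluorescence of a cleavable substrate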
Target sequence (P08908 whole entry, looked up): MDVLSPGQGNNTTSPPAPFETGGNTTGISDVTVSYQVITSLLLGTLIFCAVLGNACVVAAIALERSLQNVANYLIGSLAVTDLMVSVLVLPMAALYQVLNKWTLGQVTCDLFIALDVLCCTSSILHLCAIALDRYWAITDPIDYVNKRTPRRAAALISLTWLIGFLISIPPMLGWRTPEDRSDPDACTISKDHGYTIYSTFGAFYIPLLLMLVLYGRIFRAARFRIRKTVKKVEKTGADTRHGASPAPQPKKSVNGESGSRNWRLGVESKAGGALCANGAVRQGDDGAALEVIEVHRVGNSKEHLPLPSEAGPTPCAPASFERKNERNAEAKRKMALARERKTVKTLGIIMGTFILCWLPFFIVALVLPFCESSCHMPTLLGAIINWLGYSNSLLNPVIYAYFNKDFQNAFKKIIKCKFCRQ
5HT1a ag: human 5-HT1a receptor agonists, primary screen, cell-based, CHO, Ga15 NFAT-bla reporter | 5-hydroxytryptamine receptor 1A (Homo sapiens), P08908 | 0.56% of 65,000 active | activation, % at 10 µM | CHO 5-HT1a Ga15 NFAT-bla reporter, FRET ratio; 0% basal, 100% maximal reference agonist;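 active = activation above the screen-wide mean activation plus 3 SD, cut at about 19% in these data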;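 also: 0% = DMSO wells and 100% = 5-CT at EC100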
Jurkat viability: cytotoxicity toward Jurkat T cells, primary screen, cytotoxicity control, cell-based, Jurkat E6.1, 60K MLSMR library; Jurkat E6.1 viability, ATP luminescence, 48 h; inhibition, % at 4 µM; 1.2% of 56,000 active;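 active = inhibition above the mean inhibition of all tested compounds plus 3 SD, cut at about 28% in these data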
S1P1 ag pot: S1P1 agonists and agonism potentiators, primary screen, cell-based, primary and confirmation screens, CRE-bla reporter; S1P1 CRE-bla cells, forskolin, beta-lactamase FRET, potentiator mode; S1P1 agonist co-added at EC20, 2 nM; 100% = saturating reference agonist, 0% = basal; 0.57% of 56,000 active; activation, % at 9.5 µM; Sphingosine 1-phosphate receptor 1 (Homo sapiens), P21453; AID 449, 2006;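 active = activation above a cutoff set at the mean activation of all tested compounds plus 3 SD, cut at about 54% in these data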;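 also: forskolin at 4 µM as EC80 and the EC20 agonist is SEW2871; 100% = SEW2871 at its EC100 plus forskolin at EC80; some compounds past the cut are filed as inactive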
M1 antag: antagonists of rat M1 muscarinic receptor; Muscarinic acetylcholine receptor M1 (Rattus norvegicus), P08482; CHO-M1 cells, Fluo-4 calcium, ACh EC80 antagonist mode; active compounds read low; B-score at 10 µM; 3.4% of 64,000 active;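 active = calcium fluorescence response, raw or row-and-column corrected B-score, differing from the plate sample mean either way at a set confidence level, mostly lower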
M1 agonist: M1 muscarinic receptor agonists, primary screen, CHO-M1 cells, Fluo-4 calcium, agonist mode; AID 626, 2007; 3% of 64,000 active; B-score at 10 µM; Muscarinic acetylcholine receptor M1; Fluo-4 calcium fluorescence; active compounds read high;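 active = fluorescence rise, raw or as B-score row- and column-corrected plate score, outside the 99.7% band of its plate's samples, either direction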
S1P3 agonist: human S1P3 receptor agonists, primary screen, cell-based, primary and confirmation, NFAT-BLA reporter. S1P3 NFAT-BLA reporter cells, agonism, FRET ratio; relative to 1 µM S1P, basal subtracted. activation, % at 4.5 µM. 0.1% of 60,000 active. AID 373, 2006;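 active = activation above the screen-wide mean plus 3 SD, cut at about 4.5% in these data, passing the limit was not always enough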; also: some compounds called inactive have numbers as strong as hits
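Material: Human S1P3 NFAT-BLA reporter CHO cells | Incubation: Overnight plating, 4 h compound 37 °C, 2 h substrate RT | Signal: FRET β-lactamase substrate fluorescence, excitation 405 nm, 460/535 nm emission ratio, background-subtracted | Compound: 4.5 µM final, single dose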
5HT1E antag: 5-HT1E receptor antagonists, primary screen, cell-based, HTS. 0.99% of 65,000 active. CHO 5-HT1E Ga15 NFAT-bla reporter, FRET, antagonist. inhibition, % at 6 µM;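 active = inhibition above a set limit, the mean inhibition across every tested compound plus 3 SD, cut at about 29% in these data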;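 also: signal is the 460 over 535 nm emission ratio of beta-lactamase substrate; 0% = agonist plus DMSO wells and 100% = wells without agonist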
Target sequence (P28566 whole entry, looked up): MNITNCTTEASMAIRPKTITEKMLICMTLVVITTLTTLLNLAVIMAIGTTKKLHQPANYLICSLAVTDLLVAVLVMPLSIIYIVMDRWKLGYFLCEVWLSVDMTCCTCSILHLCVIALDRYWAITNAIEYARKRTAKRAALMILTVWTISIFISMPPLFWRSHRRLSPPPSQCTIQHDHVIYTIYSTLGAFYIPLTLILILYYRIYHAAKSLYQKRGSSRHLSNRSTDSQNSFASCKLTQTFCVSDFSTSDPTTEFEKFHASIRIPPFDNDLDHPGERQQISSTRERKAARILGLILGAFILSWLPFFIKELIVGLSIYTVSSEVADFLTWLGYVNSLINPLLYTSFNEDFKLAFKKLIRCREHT
HTR1E agonist: 5-HT1E receptor agonists, primary screen, cell-based, HTS; 0.69% of 65,000 active; AID 574, 2007; activation, % at 6 µM; CHO 5-HT1E Ga15 NFAT-bla reporter, FRET; 0% DMSO wells, 100% control agonist wells; 5-hydroxytryptamine receptor 1E (Homo sapiens), P28566;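 active = activation above a set limit, the screen-wide mean activation plus 3 SD, cut at about 8.5% in these data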;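 also: 100% = positive control agonist at 1 µM giving full maximal response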
An asterisk follows results filed as active; x = not tested or not shown.

Molecule	5HT1a antag	5HT1a ag	Jurkat viability	S1P1 ag pot	M1 antag	M1 agonist	S1P3 agonist	5HT1E antag	HTR1E agonist
c1cncc(-c2nnc3sc(-c4ccco4)nn23)c1	x	-0.5	x	-2	-0.025	-0.24	-2.9	2	-0.6
COc1ccc(S(=O)(=O)N2CCN(C(=O)c3cccs3)CC2)cc1	5	-0.5	6	20	0.029	0.099	6.6	16	-0.7
O=C(Cn1cnc2ccccc2c1=O)NC1CCCc2ccccc21 (configuration not stated)	10	-0.6	-2	22	1.4	-1.2	0.3	-4	0.5
CC(C)N1CC(C(=O)Nc2ccc(Br)c(Cl)c2)CC1=O (configuration not stated)	1	-2.5	-3	20	0.32	-1.3	-0.9	2	0.2
COc1ccc(CN2CC(C(=O)NCCN3CCN(c4ccccc4F)CC3)CC2=O)cc1 (configuration not stated)	3	0.5	x	x	0.96	-0.06	x	-4	0.1
CCCCn1c(SCc2ncc(-c3ccccc3)o2)nc2cc(S(N)(=O)=O)ccc21	3	-0.7	24	32	-0.62	1.6	-0.1	12	-0.6
COc1cc2[nH]c(=O)c(C(=O)NCCCN3CCCCC3)c(O)c2cc1OC	-9	2.2	-11	-16	-0.1	0.29	0.7	6	-0.4
Cc1cccn2c(=O)c3cc(C(=O)N4CCc5ccccc54)n(C)c3nc12	-7	-2.0	-3	-25	-1.3	-0.49	0.0	4	0.3
CCC(CC)C1C(C#N)=C(N)Oc2n[nH]c(C)c21 (configuration not stated)	x	2.2	x	26	0.14	-0.34	-1.3	0	1.0
c1ccc2[nH]c(NC3=NCCC3)nc2c1	-4	1.5	-2	-21	-0.16	-0.043	-0.6	-9	-1.1
Cc1cc(C)n(C(=O)CCC(=O)NCc2ccccc2)n1	-4	-3.5	2	-13	-0.048	-0.38	-0.8	-9	0.1
Cc1nc(N)[nH]c(=O)c1CCC(=O)OCC(C)C	-8	-4.5	3	-11	-0.0031	0.017	0.2	2	1.7
COc1ccc(C2C=C(c3ccc(Br)cc3)Nc3nc(N4C(=O)CCC4=O)nn32)cc1 (configuration not stated)	7	-4.1	0	8	0.25	21*	0.8	13	0.3
O=C(NCc1cccc(Cl)c1)c1cnccn1	-4	-0.2	-3	-12	-0.52	1.4	-1.4	-2	-0.4
O=C(c1cccs1)N1CCOCC1	-4	0.0	-1	21	-0.11	-0.26	-0.6	-2	-0.5
COCCn1nnnc1C(c1ccc(C)cc1)N1CCN(Cc2ccc3c(c2)OCO3)CC1 (configuration not stated)	12	-0.4	-5	12	-0.32	-0.17	-0.5	0	-0.3

Entries of single compounds as entered above.
CC(C)N1CC(C(=O)Nc2ccc(Br)c(Cl)c2)CC1=O (configuration not stated) is entered as 5HT1a antag = 1; 5HT1a ag = -2.5; Jurkat viability = -3; S1P1 ag pot = 20; M1 antag = 0.32; M1 agonist = -1.3; S1P3 agonist = -0.9; 5HT1E antag = 2; HTR1E agonist = 0.2
COc1ccc(C2C=C(c3ccc(Br)cc3)Nc3nc(N4C(=O)CCC4=O)nn32)cc1 (configuration not stated) is entered as 5HT1a antag = 7; 5HT1a ag = -4.1; Jurkat viability = 0; S1P1 ag pot = 8; M1 antag = 0.25; M1 agonist = 21*; S1P3 agonist = 0.8; 5HT1E antag = 13; HTR1E agonist = 0.3

More entries:
Molecule	5HT1a antag	5HT1a ag	Jurkat viability	S1P1 ag pot	M1 antag	M1 agonist	S1P3 agonist	5HT1E antag	HTR1E agonist
CCOC(=O)CC(=O)CSc1nnc(Cn2c(=O)sc3ccccc32)n1C	-1	-1.1	-7	8	-0.12	0.021	-1.4	5	-1.5
CCOC(=O)c1cnn2c1[nH]c(=O)c1ccccc12	x	0.5	x	-14	0.16	-0.16	-0.2	-5	0.5
CC1CCN(CCCNC(=O)c2cn(C)c3ccc(S(=O)(=O)N4CCCC4)cc3c2=O)CC1	7	-3.0	-4	-10	-0.56	-0.31	-1.2	6	0.4
CC(C)Cn1c(N)c(C(=O)COC(=O)c2ccc3c(c2)OCCO3)c(=O)n(C)c1=O	-7	-2.0	3	13	-0.62	3.3	-0.5	-8	-0.1
CCOc1ccc(CCNC(=O)C2CCCN(C(=O)N(C)C)C2)cc1OCC (configuration not stated)	1	-2.5	-11	-5	0.45	-0.017	0.4	-5	0.3
COC(=O)c1[nH]c2ccc(C)cc2c1NC(=O)CCN1CCN(C2CCCCC2)CC1	-7	-4.0	-3	-10	-12*	0.92	-1.4	-1	-0.1
N=c1c(C(=O)NCc2ccc3c(c2)OCO3)cc2c(=O)n3ccccc3nc2n1Cc1cccnc1	19	-3.1	4	-38	-0.022	0.45	-0.3	13	0.2
Cc1cc(Br)ccc1SCC(=O)OCC(=O)N1CCN(C(=O)c2ccco2)CC1	1	-2.2	-2	3	0.0032	0.44	1.1	-9	-0.7
O=C(CN1CCC(NC(=O)Nc2ccccc2-c2ccccc2)CC1)NCc1ccco1	8	0.0	4	-6	-4*	-1.4	-1.4	7	-1.1
Oc1ccccc1-c1cc(C(F)(F)C(F)F)[nH]n1	6	-2.8	3	22	-1.9	-1.9	-0.4	-11	0.9
CCOCCCNC(=O)C1CCN(C(=O)N(C)C)CC1	5	-3.3	1	-4	1.6	-0.45	0.3	4	0.5
CC(C)(C)c1cc(C(=O)O)nn1-c1ccccc1	0	0.9	x	x	0.25	0.038	x	9	1.2
COC(=O)C1[C@H]2C(=O)N(Cc3cccs3)C[C@]23C=C[C@H]1O3 (some centres not stated)	-2	0.1	3	3	0.25	-2.1	-0.5	7	0.6
O=C(CC1CCCCC1)NCCCN1CCOCC1	8	-2.3	0	-3	-0.65	0.22	-1.5	-4	-1.0
C=CCOc1nc2c(c(=O)n(Cc3ccc(Cl)c(Cl)c3)c(=O)n2C)n1C	x	0.4	x	3	0.61	0.0024	-2.5	11	0.1
O=C1CC(NCc2ccncc2)C(=O)N1c1ccccc1 (configuration not stated)	7	-0.5	2	-18	0.54	1.3	-2.2	-5	-1.3

Taken from above.
Value for COC(=O)C1[C@H]2C(=O)N(Cc3cccs3)C[C@]23C=C[C@H]1O3 (some centres not stated) in M1 agonist: -2.1
Value for O=C(CC1CCCCC1)NCCCN1CCOCC1 in 5HT1a antag: 8

The results go on:
Molecule	5HT1a antag	5HT1a ag	Jurkat viability	S1P1 ag pot	M1 antag	M1 agonist	S1P3 agonist	5HT1E antag	HTR1E agonist
CCOc1ccccc1NC(=O)NC1CCN(CC(=O)Nc2ccc3c(c2)OCCO3)CC1	0	0.7	-7	4	2	-0.15	-0.2	-2	-0.6
Cc1nn(Cc2ccc(Cl)c(Cl)c2)c(C)c1NC(=O)c1cc(C2CC2)on1	26	1.1	12	55	-1.8	1.8	-1.4	34*	-0.9
CCN(CC)c1ccc(-c2nn3c(-c4ccccc4OC)nnc3s2)cc1	70*	1.1	99*	-90	0.2	0.21	-1.0	67*	1.2
CCOc1nc(-c2ccccc2)ccc1-c1noc(-c2ccncc2)n1	-2	-1.6	-5	13	-0.025	-0.27	0.1	-6	-0.8
O=C(C1CCN(S(=O)(=O)c2cccnc2)CC1)N1CCN(c2ccccc2Cl)CC1	-8	-0.9	x	x	0.28	-2.5	x	6	-1.7
Cc1nnc(SCCn2c(N(C)Cc3ccccc3)nc3c2c(=O)[nH]c(=O)n3C)s1	-10	1.4	4	-31	-0.52	-0.032	-0.3	3	1.0
CCOCCCNC(=O)C1CCN(S(=O)(=O)N(CC(C)C)CC(C)C)CC1	-6	0.4	-5	-14	0.13	-0.046	-0.4	1	1.0
Cc1cc(Cl)c(S(=O)(=O)NCC2CCCO2)cc1OCC(N)=O (configuration not stated)	-7	-4.8	7	x	-0.055	0	0.3	4	-0.3
Cc1cc(C)c(-n2c(O)c(C=NCCN3CCOCC3)c(=O)[nH]c2=O)c(C)c1	x	-0.2	x	-1	0.01	0.45	-3.8	-11	-0.2
COCCCNc1ncnc2nc[nH]c12	-1	6.1	6	-25	-1.6	-0.26	-0.4	-1	0.8
O=C(Nc1ccc(-n2cnnn2)cc1)C1CCCN1C(=O)NC1CCCCC1 (configuration not stated)	-9	-2.8	3	-2	-0.011	-0.52	-0.8	-10	-1.1
Cc1ccc(N(C(C)C(=O)O)S(=O)(=O)c2c(C)[nH]c(=O)[nH]c2=O)cc1 (configuration not stated)	7	-0.5	3	-16	0.32	0.031	-0.7	1	-0.2
Cc1ccc(S(=O)(=O)N(CC(=O)O)Cc2ccccc2)cc1	-27	-3.3	x	x	-0.26	-0.86	x	-3	-1.6
COC(=O)C1=C(C)N(C)C(C)=C(C(=O)OC)C1c1ccccc1C	10	0.6	-6	-6	-0.26	1.3	-1.3	14	-1.1
CCOC(=O)c1ccc(NC(=O)CCc2nc(-c3ccc(Cl)cc3)no2)cc1	-5	-1.9	6	69	0.7	-0.11	-0.2	1	2.0
CCOCCn1c(CN2CCN(C)CC2)nc2c1c(=O)n(C)c(=O)n2C	-17	-3.8	-7	5	-2.4	0.48	-0.5	2	0.2
CCOC(=O)c1sc(NC(=O)CSc2nnc(-c3ccco3)o2)c(C(=O)OCC)c1C	-3	2.1	0	0	-0.051	-0.1	-0.6	-4	0.2
Clc1ccc(OCc2nnc(-c3ccccc3Br)o2)c(Cl)c1	4	-1.8	-3	126	-0.03	-0.9	-0.5	4	-0.7
Cc1ccnc(SCC(=O)Nc2oc(-c3ccccc3)c(-c3ccccc3)c2C#N)n1	16	-0.7	-5	x	0.27	0.77	-0.5	11	-0.1
Cn1c(=O)c2cc(S(=O)(=O)NCCC(=O)NC3CCCCCCC3)ccc2n(C)c1=O	-7	-0.7	1	5	0.99	0.55	-0.6	0	0.2
O=c1c2ccccc2n(Cc2cccc(F)c2)c(=O)n1C1CCCC1	8	-1.9	-3	4	x	x	-0.7	6	-0.6
Cc1ccc(-c2nnc3c4ccccc4c(C)nn23)cc1S(=O)(=O)N1CCN(CCO)CC1	-7	3.1	7	-42	-1.6	4.2*	0.2	16	1.7
Cc1nnc(NC(=O)c2ccc(-c3cccc(C(F)(F)F)c3)o2)s1	-15	-1.8	-4	8	0.62	-0.19	-1.0	-4	1.2
COCCCNC(=O)COc1ccc(Cl)c(C)c1	-3	-0.7	0	-7	x	x	0.3	-4	-0.1
CCCc1nnc(NC(=O)c2cc(OC)cc(OC)c2)s1	1	-0.8	x	x	0.39	0.091	x	-15	0.7
FC(F)C(F)(F)C(F)(F)C(F)(F)c1cc(-c2ccccc2)n[nH]1	7	-3.0	-4	-10	-0.29	-0.049	-0.3	3	1.2
COc1cc(C(=O)OCC(=O)Nc2c(F)c(F)c(F)c(F)c2F)cc(OC)c1OC	-7	-1.2	-2	-22	-0.087	-1.6	-1.0	-1	0.1

Compound activity from PubChem.

Rows were taken by chance; any-hit rate near 8.9%.
